# Screening results: PubChem, MTDP
# RNase H inhibition: RNase H inhibition, HIV 1 Gag Pol polyprotein, FRET biochemical assay, screening (AID 372). actives 0.77% (n = 100,000). one-dose inhibition, % at 10 µM; IC50 in µM for titrated hits. HIV-1 RT RNase H, FRET RNA/DNA substrate fluorescence; higher % means a stronger effect; in the data active = inhibition above about 50%
# * marks the source's active call; other numbers are inactive results. This is a subset, so the mix of outcomes need not match the whole.
SMILES,RNase H inhibition
COc1ccc(C2N(c3ccccc3)CCN2c2ccccc2)cc1,17%
CC1=C(C(=O)OCCc2ccccc2)C(c2ccc(Cl)c([N+](=O)[O-])c2)C2=C(CC(C)(C)CC2=O)N1 (centres undefined),0%
C/C(=N\Nc1nnc2c(n1)[nH]c1ccccc12)c1cccc(Br)c1,4%
COc1ccc(Cl)cc1N(CC(=O)Nc1ccc(F)cc1)S(C)(=O)=O,21%
CCOc1ccc(-c2csc(-c3cc4ccccc4oc3=O)n2)cc1,11%
COc1cc(C=Nc2cc(Cl)cc(Cl)c2)cc(OC)c1OC,9%
O=[N+]([O-])c1ccc(Cl)cc1CN1CCN(c2cccc(C(F)(F)F)c2)CC1,2%
O=C1C2C(c3ccccc3)C=CC(c3ccccc3)C2C(=O)N1c1ccc2c(c1)oc1ccccc12 (centres undefined),1%
O=[N+]([O-])c1cc(C2Nc3ccccc3-c3nnc(SCc4ccccc4Cl)nc3O2)ccc1O (centres undefined),0%
COc1ccc(NC(=O)C(=O)NCc2ccc(Cl)cc2)cc1,52%*
O=C(c1ccncc1)N1CCN(c2ccccn2)CC1,0%
Cc1ccc(-c2nc3cc(Cl)cc(Cl)c3o2)cc1NC(=S)NC(=O)c1ccccc1Cl,12%
O=C1CC(Nc2ccccc2)C(=O)N1c1cccc(Cl)c1 (centres undefined),9%
CCc1ccc(C(=O)CC2(O)C(=O)Nc3ccc(Br)cc32)cc1 (centres undefined),11%
CCOc1cc(C(=O)Nc2c(C)cccc2C)ccc1Cl,19%
Cc1cccc(/C=C2\SC(=O)N(C)C2=O)c1,5%
CCOC(=O)c1ccccc1NS(=O)(=O)c1ccc(Cl)cc1,35%
CCOC(=O)C1=C(c2ccccc2)S/C(=C2/C(=S)C(C)(C)N(C(=O)C(C)C)c3ccccc32)S1,20%
O=C(CN1C(=O)/C(=C/c2ccccc2)SC1=S)NC1CCCCC1,5%
O=C1S/C(=C/C=C/c2ccccc2)C(=O)N1CNc1ccc(F)cc1,10%
c1ccc2c(c1)c1ccccc1n2CCCN1CCCCC1,8%
CC(=O)Nc1ccc(S(=O)(=O)Oc2cccc(C=C3C(=O)NC(=O)NC3=O)c2)cc1,7%
Brc1ccc(C=Nc2cccnc2)cc1,0%
CCCCOC(=O)c1ccc(NS(=O)(=O)c2ccc3ccccc3c2)cc1,1%
NC1=C(Nc2cccc3ccccc23)C(=O)c2ccccc2C1=O,0%

# Later entries:
SMILES,RNase H inhibition
COC(=O)c1ccc2c(c1[N+](=O)[O-])C(=O)c1ccccc1C2=O,4%
COc1ccc(CC(=O)O/N=C(\N)c2ccccn2)cc1OC,24%
CCOc1ccc(N(CC(=O)NCCSc2ccc(Cl)cc2)S(C)(=O)=O)cc1,7%
Nc1ccc(Cl)c(-c2nc3cc(Cl)ccc3o2)c1,8%
CCOc1ccc(N2C(=O)CC(NCCc3ccc(OC)c(OC)c3)C2=O)cc1 (centres undefined),0%
Cc1cc(=O)[nH]c(SCC(C)C)n1,8%
Cc1cc(OCC(=O)N(C)C2CCCCC2)ccc1Cl,15%
COc1ccccc1CNC(=O)c1c(Cl)cccc1Cl,0%
CCOc1ccc(C2=C(C=O)C(c3ccccc3)c3ccccc3O2)cc1 (centres undefined),2%
CCOc1cccc(OCCOCCOc2c(C)cc(Br)cc2C)c1,20%
COc1cccc(NC(=O)C2C(C(=O)O)C3C=CC2C32CC2)c1 (centres undefined),19%
COC(=O)c1ccc(/C=C(\C#N)C(=O)Nc2ccc(F)cc2)cc1,12%
O=C(O)COc1ccc(C=C2C(=O)NC(=S)NC2=O)cc1Cl,12%
C=CCOc1cccc(/C=N/NC(=O)CC(=O)NCC(C)C)c1,6%
CCCCCCOC(=O)c1ccc(N/C=C(/C#N)c2nc(-c3ccccc3)cs2)cc1,15%
COc1cc(C2NC(=S)NC(C)=C2C(=O)Nc2cccc(Cl)c2)cc(OC)c1OC (centres undefined),0%
CCOc1ccc(Cl)cc1/C=C1\C(=N)N2N=C(CC)SC2=NC1=O,15%
O=C(N(c1cccc2ccccc12)C1C=CS(=O)(=O)C1)C(F)(F)F (centres undefined),8%
CCN(CC)CCCCCCOc1ccc(OC)cc1,3%
Cc1cc(C)c(CCCCCCc2c(C)cc(C)c(C#[N+][O-])c2C)c(C)c1C#[N+][O-],16%
Cc1ccc(/C(O)=C2\C(=O)C(=O)N(CCCC(=O)O)C2c2cccc(F)c2)cc1 (centres undefined),6%
COC(=O)c1ccc(/C=C2/N=C(c3sc4ccccc4c3Cl)OC2=O)cc1,9%
O=C(Nc1cccc(-c2nc3ccccc3s2)c1)C(Cl)(Cl)Cl,11%
Cc1ccc(N=Cc2c[nH]c3ccccc23)cc1[N+](=O)[O-],7%
O=c1[nH]c(CSCc2ccccc2)nc2c1C1(CCCC1)Cc1ccccc1-2,21%

# (more compounds)
SMILES,RNase H inhibition
CCOc1ccc(OCCSc2nc3ccccc3c(=O)[nH]2)cc1,16%
Cc1ccc2oc(-c3ccccc3)cc(=O)c2c1,10%
COc1ccc(N2C(=O)CC(N3CCN(C(=O)c4ccccc4)CC3)C2=O)cc1 (centres undefined),5%
CC(CC#CCN1CCOCC1)OC(C)(C)C (centres undefined),21%
Cc1occc1C(=O)N/N=C/C1CCCCC1,4%
O=C(c1cccc(S(=O)(=O)N2CCCCC2)c1)N1CCCc2ccccc21,19%
CCC(=O)NC(NC(=S)Nc1ccc(F)cc1)C(Cl)(Cl)Cl (centres undefined),12%
Cc1ccc(-n2nc(C)c3c2OC(N)=C(C#N)C3c2c(F)cccc2Cl)cc1 (centres undefined),22%
CC(=O)Nc1ccc(NC(=O)COc2ccccc2)cc1,16%
Cn1cccc1CC(=O)N/N=C/c1ccccn1,7%
COc1cc(C=C2C(=O)N(C)C(=O)N(C)C2=O)ccc1OCc1ccc([N+](=O)[O-])cc1,6%
COc1cc(/C=C2\SC(=S)N(Cc3ccccc3)C2=O)ccc1OC(=O)C12CC3CC(CC(C3)C1)C2,8%
Fc1cc(Br)ccc1-n1ncnc1-c1ccccc1,2%
CCN(CC)CCCCCCOc1cccc(Cl)c1,4%
CCOc1ccc(C(=O)Nc2ccccc2C(F)(F)F)cc1Cl,13%
O=C(NCc1ccco1)C1CN(S(=O)(=O)c2ccccc2)CCN1S(=O)(=O)c1ccccc1 (centres undefined),33%
COc1ccc2c(c1)[nH]c(=S)n2C,14%
O=C(Nc1ccc(Nc2ccccc2)cc1)c1cccc(Br)c1,17%
O=C(Cc1ccccc1)Oc1ccc(Br)cc1,11%
O=c1c([N+](=O)[O-])c(Cl)c2ccccc2n1-c1ccccc1,2%
O=C(N/N=C/c1cccnc1)C(=O)N1CCCCCC1,6%
CCCS(=O)(=O)c1c(S(=O)(=O)CCC)c2cc(-c3ccncc3)ccn2c1C(=O)OC,11%
Cc1ccc(N2C(=O)c3ccccc3NC2c2c(F)c(F)c(F)c(F)c2F)cc1 (centres undefined),13%
COc1ccc(C(=O)Nc2sc3c(c2C(N)=O)CCC(C)C3)c(OC)c1 (centres undefined),11%
NC(=O)c1c(NC(=O)/C=C/c2c(Cl)cccc2Cl)sc2c1CCCC2,31%

# (more compounds)
SMILES,RNase H inhibition
COC(=O)CN1C(=O)/C(=C\c2ccccc2F)SC1=S,0%
O=C(O)c1ccc(N2C(=O)C=CC2=O)cc1Cl,29%
COc1cccc(C(=O)N2CCN(Cc3ccccc3Cl)CC2)c1,0%
CC1(C)Cc2c(sc3nc(SCC(N)=O)n(Cc4ccccc4)c(=O)c23)CO1,3%
CCOc1ccc(-c2cc(C(=O)Nc3cc(Cl)ccc3OC)c3ccccc3n2)cc1,11%
O=C1N=c2ccc([N+](=O)[O-])cc2=C1c1sc(=S)n(Cc2ccco2)c1O,6%
CCN(CC)c1ccc(Nc2nc(-c3c(C)nc4cc(C)ccn34)cs2)cc1,28%
COCCOC(=O)C1=C(C)NC(=O)NC1c1ccc(Cl)c(Cl)c1 (centres undefined),8%
C=CCc1ccccc1OCCOc1ccc(Br)cc1/C=C(\C#N)C(N)=O,60%*
N#CCCn1c2ccccc2c2nc3ccccc3nc21,6%
CCOc1ccc(C2=C/C(=C/c3ccc(Cl)cc3)C(=O)O2)cc1,14%
COc1cc(/C=N\NC(N)=S)ccc1OC(=O)c1cc(F)c(F)cc1Cl,7%
O=C(Nc1ccc(Cl)cc1Cl)C1C(c2ccccc2)C1(Cl)Cl (centres undefined),14%
Cc1onc(-c2ccccc2)c1C(=O)N1CCN(c2cccc(Cl)c2)CC1,16%
Cc1c(Cl)cccc1N=CC1=C(O)CC(C)(C)CC1=O,0%
O=[N+]([O-])c1ccc(S(=O)(=O)N2CCSC2c2ccc(Br)cc2)cc1 (centres undefined),0%
Cc1ccc(-c2n[nH]c(=S)n2N=Cc2ccccc2Br)cc1,10%
Cc1ccc2ccc(S(=O)(=O)n3nnc4ccccc43)cc2c1,9%
O=C(NN=C1CCCC1)c1ccncc1,15%
O=C(Nc1ccc(N2C(=O)C3C4C=CC(C4)C3C2=O)cc1Cl)c1ccco1 (centres undefined),7%
CC(C)(C)c1ccc(OCCOc2ccccc2/C=N/n2cnnc2)cc1,12%
COc1ccc(C(=O)Nc2ccccc2)cc1S(=O)(=O)NC1CCCCC1,2%
CCOC(=O)c1c(NC(=O)CNCCO)sc(C)c1C,3%
CN(Cc1ccccc1)Cc1cc(C(C)(C)C)c(O)c(C(C)(C)C)c1,42%
CCC(Oc1ccccc1)C(=O)NC(C)C (centres undefined),1%

# Next part.
SMILES,RNase H inhibition
Cc1ccc(N(Cc2ccc(C(=O)Nc3cc(Cl)ccc3C)cc2)S(C)(=O)=O)cc1C,3%
COc1ccc(N2C(=O)CC(N3CCN(C(c4ccccc4)c4ccc(Cl)cc4)CC3)C2=O)cc1 (centres undefined),16%
COc1ccc(/C=C2\SC(=Nc3ccc(F)cc3)NC2=O)cc1OC,35%
COc1ccccc1C(=O)NC(=S)Nc1ccc(-c2nc3cc(C)c(C)cc3o2)cc1,7%
OC(COc1ccc(Cl)cc1)CSc1ncn[nH]1 (centres undefined),0%
CC(C)c1ccc(/C=C/C(=O)Nc2ccccc2Cl)cc1,15%
O=C(O)C1C2CCCC1C2c1ccccc1 (centres undefined),0%
COc1cc(OC)c(OC)cc1CN1CCN(C(=O)c2ccc(F)cc2)CC1,2%
O=C(NC(Cc1ccccc1)C(=O)Nc1ccccc1)OCc1ccccc1 (centres undefined),3%
O=C(O)CCCCCCCCCCN1C(=O)/C(=C/c2cccc(Br)c2)SC1=S,23%
CN1C(=O)C(=Cc2ccc(OCc3ccc(F)cc3)c(Br)c2)C(=O)N(C)C1=S,41%
COc1ccc(-c2nc3cc(NC(=O)c4ccccc4I)ccc3o2)cc1Cl,10%
Cc1cccc(C)c1OCC(O)CN(C)S(=O)(=O)O (centres undefined),9%
CCN(CC)S(=O)(=O)c1ccc(-c2ccc(S(=O)(=O)N(CC)CC)cc2)cc1,11%
CCOC(=O)c1cc2nc(-c3ccc(OC)cc3)cc(C(F)(F)F)n2n1,11%
COc1ccc(C)cc1NC(=O)c1ccc([N+](=O)[O-])c(C)c1,15%
O=c1c2ccccc2c2ccccc2c(=O)n1-c1ccc(-c2nc3ccccc3o2)cc1,45%
COc1ccc(-n2nc3cc(C)c(NC(=O)c4cccc5ccccc45)cc3n2)cc1,45%
COc1ccc(/C=N/Nc2nnc(-c3ccccc3)c(-c3ccccc3)n2)c(OC)c1,9%
O=C(NCc1ccc2c(c1)OCO2)c1ccc(S(=O)(=O)N2CCCC2)cc1,8%
COc1cc(Br)c(C2C(C(=O)OCCc3ccccc3)=C(C)NC3=C2C(=O)CCC3)cc1OC (centres undefined),8%
COCCCNC(=O)CN(c1ccc(Cl)c(C(F)(F)F)c1)S(=O)(=O)c1ccccc1,8%
CCc1ccccc1NC(=O)C(=O)NCCCO,2%
Cc1ccc(-c2noc(COc3cccc(C)c3)n2)cc1,6%
O=C(Nc1ccccc1C(=O)NC(Cc1c[nH]c2ccccc12)C(=O)O)c1ccccc1 (centres undefined),3%
Cc1nc2c(-c3cccc4ccccc34)c(C)[nH]n2c(=O)c1Cl,0%

# A section taken from the entries so far, for reference:
SMILES,RNase H inhibition
OC(COc1ccc(Cl)cc1)CSc1ncn[nH]1 (centres undefined),0%
CC(C)c1ccc(/C=C/C(=O)Nc2ccccc2Cl)cc1,15%
O=C(O)C1C2CCCC1C2c1ccccc1 (centres undefined),0%
COc1cc(OC)c(OC)cc1CN1CCN(C(=O)c2ccc(F)cc2)CC1,2%
O=C(NC(Cc1ccccc1)C(=O)Nc1ccccc1)OCc1ccccc1 (centres undefined),3%
O=C(O)CCCCCCCCCCN1C(=O)/C(=C/c2cccc(Br)c2)SC1=S,23%
CN1C(=O)C(=Cc2ccc(OCc3ccc(F)cc3)c(Br)c2)C(=O)N(C)C1=S,41%
COc1ccc(-c2nc3cc(NC(=O)c4ccccc4I)ccc3o2)cc1Cl,10%
Cc1cccc(C)c1OCC(O)CN(C)S(=O)(=O)O (centres undefined),9%
CCN(CC)S(=O)(=O)c1ccc(-c2ccc(S(=O)(=O)N(CC)CC)cc2)cc1,11%
CCOC(=O)c1cc2nc(-c3ccc(OC)cc3)cc(C(F)(F)F)n2n1,11%
COc1ccc(C)cc1NC(=O)c1ccc([N+](=O)[O-])c(C)c1,15%
O=c1c2ccccc2c2ccccc2c(=O)n1-c1ccc(-c2nc3ccccc3o2)cc1,45%
COc1ccc(-n2nc3cc(C)c(NC(=O)c4cccc5ccccc45)cc3n2)cc1,45%
COc1ccc(/C=N/Nc2nnc(-c3ccccc3)c(-c3ccccc3)n2)c(OC)c1,9%
O=C(NCc1ccc2c(c1)OCO2)c1ccc(S(=O)(=O)N2CCCC2)cc1,8%
COc1cc(Br)c(C2C(C(=O)OCCc3ccccc3)=C(C)NC3=C2C(=O)CCC3)cc1OC (centres undefined),8%
COCCCNC(=O)CN(c1ccc(Cl)c(C(F)(F)F)c1)S(=O)(=O)c1ccccc1,8%
CCc1ccccc1NC(=O)C(=O)NCCCO,2%
Cc1ccc(-c2noc(COc3cccc(C)c3)n2)cc1,6%
O=C(Nc1ccccc1C(=O)NC(Cc1c[nH]c2ccccc12)C(=O)O)c1ccccc1 (centres undefined),3%
Cc1nc2c(-c3cccc4ccccc34)c(C)[nH]n2c(=O)c1Cl,0%
